# Screening results as filed in PubChem BioAssay.
# N370S GC – qHTS Assay for Inhibitors and Activators of N370S glucocerebrosidase as a Potential Chaperone Treatment of Gaucher Disease; Lysosomal acid glucosylceramidase (Homo sapiens), P04062; N370S GC spleen homogenate, 4MU-glucoside fluorescence; Potency, µM (titrated, usually from 59.4 µM), inactives show top-dose activity change, negative = inhibition, hits mostly inhibitors; actives 0.092% (n = 330,000);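 note: 0% = full enzyme activity and -100% = no enzyme basal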
# TDP1 inh – qHTS Assay for Inhibitors of Tyrosyl-DNA Phosphodiesterase (TDP1) | Tyrosyl-DNA phosphodiesterase 1 (Homo sapiens), Q9NUW8 | recombinant TDP1, AlphaScreen DNA substrate cleavage | Potency, µM (highest dose often 130 µM), inactives show at the highest dose activity change, negative = inhibition, actives largely listed as inhibitors | actives 0.28% (n = 350,000); note: nearly all actives have a fitted effect of over 40% in size
# Target sequence (Q9NUW8 whole entry, looked up): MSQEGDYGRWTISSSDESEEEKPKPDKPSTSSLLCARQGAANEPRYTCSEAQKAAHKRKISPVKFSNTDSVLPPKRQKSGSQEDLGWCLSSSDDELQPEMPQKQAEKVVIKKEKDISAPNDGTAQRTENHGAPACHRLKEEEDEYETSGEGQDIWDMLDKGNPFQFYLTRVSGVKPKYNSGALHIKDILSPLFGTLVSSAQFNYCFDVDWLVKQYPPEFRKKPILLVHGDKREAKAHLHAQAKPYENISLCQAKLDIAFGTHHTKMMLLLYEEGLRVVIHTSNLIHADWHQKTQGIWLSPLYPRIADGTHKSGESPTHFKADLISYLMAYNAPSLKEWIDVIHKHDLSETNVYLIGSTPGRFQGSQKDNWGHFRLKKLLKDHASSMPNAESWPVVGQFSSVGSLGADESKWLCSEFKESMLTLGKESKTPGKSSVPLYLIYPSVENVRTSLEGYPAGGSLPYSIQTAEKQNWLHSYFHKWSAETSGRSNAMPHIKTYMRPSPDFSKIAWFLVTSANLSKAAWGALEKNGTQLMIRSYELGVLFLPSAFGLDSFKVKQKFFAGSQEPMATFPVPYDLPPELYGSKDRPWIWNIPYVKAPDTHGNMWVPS
#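 E. coli-derived human Tdp1, 1 nM final. Cpd preinc 15 min RT; substrate 15 nM final, 5 min RT; AS bead mix 10 ug/ml final, 10 min RT. Signal loss = tyrosine-FITC cleavage. No-enzyme wells = max signal.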
# FEN1 inh – qHTS Assay for the Inhibitors of Human Flap endonuclease 1 (FEN1) | Recombinant FEN1 flap cleavage, fluorescence, 15 min | Potency, µM (titrated, usually from 114 µM), inactives show at the top dose activity change, negative = inhibition, hits mostly inhibitors | actives 0.35% (n = 390,000); note: nearly all actives have a fitted effect of over 65% in size
# Target sequence (P39748 whole entry, looked up): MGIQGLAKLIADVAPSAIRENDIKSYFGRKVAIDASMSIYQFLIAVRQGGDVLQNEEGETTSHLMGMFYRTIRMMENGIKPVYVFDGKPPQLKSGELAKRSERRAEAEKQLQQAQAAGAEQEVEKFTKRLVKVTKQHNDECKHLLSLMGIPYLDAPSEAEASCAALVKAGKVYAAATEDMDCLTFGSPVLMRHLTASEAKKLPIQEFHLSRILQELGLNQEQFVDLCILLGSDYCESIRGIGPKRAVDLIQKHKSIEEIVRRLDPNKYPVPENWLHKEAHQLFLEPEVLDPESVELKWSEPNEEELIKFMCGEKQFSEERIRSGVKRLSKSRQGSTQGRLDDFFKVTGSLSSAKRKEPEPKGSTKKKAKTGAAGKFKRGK
#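 Enzyme 10 nM, 15 min RT preincubation with compound; start with substrate 50 nM final; reads at 0 and 15 min; qHTS titration, four-parameter Hill fit.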
# * hit, by the source's call; u = inconclusive; x = no result given; & = joins results of further samples; [ ] = another dose, or the depositor's remark. Calls come from the whole dose curve; as a rule, active = well fitted curve in the direction sought with a large enough effect; inconclusive = small, poorly fitted or top-dose-only effect, or another doubt; inactive = no such curve, though single readings can be large; an effect the other way counts as inactive or inconclusive. Unless noted, % is set by controls: 0 for no effect and ±100 for the full control effect; potency is the fitted concentration of half-maximal effect.
N370S GC,Structure,TDP1 inh,FEN1 inh
-7%,NC(=O)CNc1n[nH]c(=S)[nH]c1=O,9%,16%
-14%,O=C(CN1CCN(c2ccccc2O)CC1)Nc1ccc(S(=O)(=O)N2CCCCCC2)cc1,1%,-8%
x,COC(=O)c1sccc1S(=O)(=O)N(CC(=O)Nc1c(C)cccc1C)c1ccc(C)c(C)c1,10%,2%
x,Cn1c(CN2CCOCC2)nc2cc(NC(=O)c3ccccc3[N+](=O)[O-])ccc21,-2%,5%
-7%,COc1cc(/C=N/Nc2nc(C)nc3c2cnn3-c2ccccc2)ccc1O,1%,-1%
-2%,Cc1ccc(S(=O)(=O)C2(C(=O)NC3CCCCC3)CC2)cc1,5%,-5%
3%,CCOC(=O)CNC(=O)c1cc(-c2ccc3c(c2)OCCO3)oc1C,9%,1%
11%,Cc1cccc(OCCC(=O)Nc2ccc(Cl)cc2F)c1,x,13%
-1%,CCOc1ccc(C=C2SC(=O)N(CCN)C2=O)cc1,11%,x
7%,CCOC(=O)CC1C(=O)NCCN1Cc1ccc(OC)c(OC)c1 (stereo not given),6%,0%
x,O=C(CSc1ccccc1)N1CCc2c([nH]c3ccccc23)C1c1ccc(F)cc1 (stereo not given),5%,-18%
x,Cc1ccc2c(c1)C(=O)C(=O)N2Cc1ccc(F)cc1,6%,-7%
-7%,CCCCCC/C=C/c1ccc(OC)c(C2C3C=CCC(C)C3C(=O)N2Cc2ccccc2)c1 (stereo not given),9%,7%
-8%,COCC(=O)Nc1cc([N+](=O)[O-])ccc1OC,5%,-13%
-7%,Cc1c(C(=O)N2CCCC2)c(S(=O)(=O)Nc2ccccc2)c(C)n1C,4%,4%
4%,Cc1nn(C(C)C(=O)N2CCN(c3ccccn3)CC2)c(=O)c2cc3occc3n12 (stereo not given),-2%,4%
11%[12.8 µM],CCc1nc(SCC(=O)Nc2nc3c(s2)CCCC3)c2ccccc2n1,9%,1%
-17%,Cc1ccc(C(=O)N/C(=C\c2cn(C)c3ccccc23)C(=O)OCCN(C)C)cc1,5%,3%
-2%&-16%,CN(Cc1ccco1)c1ncnc2ccc(-c3ccccc3Cl)cc12,4%,-14%
-2%,Cc1cccc(NC(=O)C2CCN(S(=O)(=O)c3c(C)noc3C)CC2)c1,0%,-12%
13%,COc1ccc(NC(=O)c2sccc2OS(=O)(=O)N(C)C)cc1,0%,-6%
x,CC(C)(C)n1cnc2cc(NCc3ccccc3Cl)ccc21,10%,-20%
-11%,CC(C)CCNC(=O)COC(=O)c1cc(Br)c(Br)s1,-2%,-11%
-4%,O=C(c1ccco1)N1CCN(C(=S)Nc2ccccc2C(F)(F)F)CC1,1%,4%
0%,CC(=O)Nc1ccc(NC(=O)COc2ccc([N+](=O)[O-])cc2)cc1,3%,1%
-7%,CCCCCCCc1c(O)nc(SCC(=O)O)[nH]c1=O,1%,17%
u,Cc1cccc(N2CCN(C(=O)c3cnn4c(C(F)F)cc(-c5ccccc5)nc34)CC2)c1C,4%,-2%
4%,O=C(CO/N=C/c1ccccc1OC(F)F)N1CCc2ccccc21,-1%,0%
-9%,COc1ccc(-c2nn(CCC(=O)O)cc2/C=C/C(=O)O)cc1[N+](=O)[O-],4%,-1%
11%,O=C(NC(=S)N1CCCc2ccccc21)c1ccc(Cl)cc1,-2%,-3%
x,Cc1ccc(NC(=O)CSc2nc3ccccc3c3nc(CCn4c(C)nc5ccccc54)nn23)cc1F,7%,-18%
-11%,NC(=O)C[C@@H]1N[C@]2(C(=O)Nc3ccccc32)[C@@H]2C(=O)N(C3CCCCC3)C(=O)[C@H]12,-2%,6%
7%,COc1ccc(N(Cc2nnc3n2CCCCC3)C(=O)Nc2ccccc2)cc1,-5%,1%
x,O=C(CSc1ccc([N+](=O)[O-])cc1)Nc1nnc(C2CC2)s1,0%,-1%
-1%,CN(C)c1ccc(CN(C(=O)COc2ccc(Br)cc2)C2CCS(=O)(=O)C2)cc1 (stereo not given),7%,-2%
13%,Cc1ccc(N2C(=O)C(CN3CCOCC3)C2c2ccccc2)cc1 (stereo not given),4%,-6%
x,CCOc1ccccc1N(CC)C(=O)c1noc2c1COc1ccc(C)cc1-2,4%,1%
-5%,Cc1cccc(C(=O)Nc2nccs2)c1[N+](=O)[O-],0%,8%
-4%,CC(C)CN1CCC(=O)N([C@H](COc2ccccc2)c2ccccc2)CC1,x,9%&-19%
4%,CCCCn1c(/N=C/c2c[nH]c3ccccc23)nc2ccccc21,2%,-33%
-1%,COc1ccc(NS(=O)(=O)c2ccc(-c3coc(C)n3)cc2)c(OC)c1,5%,2%
-4%,CCCOc1ccc(CNC(=O)C2CCN(c3nn4c(=O)cc(C)nc4s3)CC2)cc1,6%&8%,-8%&-4%
-1%,COC(=O)Cc1csc(Nc2ccccc2)n1,5%,0%
-16%,COc1cccc(-c2ccc(=O)n(CC(=O)Nc3cc4c(cc3NC(C)=O)OCCO4)n2)c1,1%,-5%
27%[2.35 µM],Cc1sc2ncn(-n3c(C)ccc3C)c(=O)c2c1C,3%,-9%
-2%,CCCNC(=O)C1CNc2ccccc2O1 (stereo not given),5%,-8%
18%,COc1ccc(NS(=O)(=O)c2cccc(C(=O)N/N=C(\C)c3ccc(-n4ccnc4)cc3)c2)cc1,0%,-8%
-9%,CCc1cc(C(=O)c2ccc(Br)cc2)c(NC(=O)CN(CC)CC)s1,4%,-13%
-4%,CSCCC(NC(=O)c1ccco1)C(=O)Nc1ccc(C)c(S(=O)(=O)N2CCOCC2)c1 (stereo not given),x,-3%
-2%,O=C(CSc1nnc(CNC(=O)C23CC4CC(CC(C4)C2)C3)n1-c1ccc(F)cc1)Nc1ccc(F)cc1,1%,5%
-3%,CCN(CC(=O)Nc1c(F)cccc1F)C(=O)CSc1nnc(-c2ccco2)n1CC,1%,-2%
3%,Cc1cc(Cl)ccc1OCC(=O)N(Cc1ccco1)C1CCS(=O)(=O)C1 (stereo not given),1%,-2%
x,Cc1cccc(NC(=O)CSc2nnc3[nH]c(=O)cc(-c4ccccc4)n23)c1C,0%,18%
-2%,Cc1c(Cl)cccc1S(=O)(=O)N1CCC(C(=O)NNC(=O)C2CC2)CC1,1%,2%
11%,N#CC1=C(N)OC2=C(CC/C2=C\c2ccccc2Cl)C1c1ccccc1Cl (stereo not given),3%,-2%
8%,COc1cccc(Oc2nc(-c3ccncc3)nc3ccccc23)c1,-3%,-15%
4%,CCC1=NC(c2ccccc2)N(O)C1(C)C (stereo not given),-12%,2%
13%,O=C(Cn1cnc2cc([N+](=O)[O-])ccc2c1=O)Nc1cccc2ccccc12,x,-4%
x,C=CC[C@@H](CC(=O)N[C@H](CO)Cc1ccccc1)C(=O)N[C@@H](C)COC(=O)[C@@H](CC=C)CC(=O)OC(C)(C)C,2%,0%
x,CCc1cccc(NC(=O)CCS(=O)(=O)c2ccc(C)cc2)c1,-5%,-3%

# Other compounds follow:
N370S GC,Structure,TDP1 inh,FEN1 inh
-6%,O=C(CN1C(=O)COc2ccccc21)N1CCN(C2CCCCC2)CC1,2%,-6%
12%,CCc1ccc(NC(=O)C(=S)NC2CCCCC2)cc1,x,3%
-1%,COc1ccccc1N1CCN(C2CCCN(C(=O)C3=NN(C)C(=O)CC3)C2)CC1 (stereo not given),4%,-6%
4%,Cc1ccc(C(=O)c2ccc(C(F)(F)F)cc2)cc1,6%,x
-14%,O=C(NCCN1CCOCC1)c1ccc(=O)oc1,0%,4%
-10%,O=C(Nc1ccnc(-c2ccncc2)n1)c1ccccc1Cl,-4%,-2%
-6%,Cc1ccc(C(=O)NNC(=S)Nc2cccc3ccccc23)s1,7%,1%
-9%,CN(NC1CC(=O)N(c2ccccc2)C1=O)c1ccccc1 (stereo not given),3%,11%
5%,CC1(C)SC2[C@H](NC(=O)C(NC(=O)N3CCNC3=O)c3ccccc3)C(=O)N2C1C(=O)O (stereo not given in full),3%,x
-7%,O=C(Nc1nnc(C2CCCO2)s1)c1ccc(Br)cc1 (stereo not given),1%,-17%
-14%,COc1cccc(-n2cnc3sc(C)c(C)c3c2=O)c1,3%,-6%
1%,Cc1ccc(S(=O)(=O)c2cc3c(=O)n4ccccc4nc3n(C3CCCC3)c2=N)cc1,x,11%

# 20 entries from above, with values under each structure:
# Each structure is followed by: N370S GC | TDP1 inh | FEN1 inh
- CCN(CC(=O)Nc1c(F)cccc1F)C(=O)CSc1nnc(-c2ccco2)n1CC
  -3% | 1% | -2%
- Cc1cc(Cl)ccc1OCC(=O)N(Cc1ccco1)C1CCS(=O)(=O)C1 (stereo not given)
  3% | 1% | -2%
- Cc1cccc(NC(=O)CSc2nnc3[nH]c(=O)cc(-c4ccccc4)n23)c1C
  x | 0% | 18%
- Cc1c(Cl)cccc1S(=O)(=O)N1CCC(C(=O)NNC(=O)C2CC2)CC1
  -2% | 1% | 2%
- N#CC1=C(N)OC2=C(CC/C2=C\c2ccccc2Cl)C1c1ccccc1Cl (stereo not given)
  11% | 3% | -2%
- COc1cccc(Oc2nc(-c3ccncc3)nc3ccccc23)c1
  8% | -3% | -15%
- CCC1=NC(c2ccccc2)N(O)C1(C)C (stereo not given)
  4% | -12% | 2%
- O=C(Cn1cnc2cc([N+](=O)[O-])ccc2c1=O)Nc1cccc2ccccc12
  13% | x | -4%
- C=CC[C@@H](CC(=O)N[C@H](CO)Cc1ccccc1)C(=O)N[C@@H](C)COC(=O)[C@@H](CC=C)CC(=O)OC(C)(C)C
  x | 2% | 0%
- CCc1cccc(NC(=O)CCS(=O)(=O)c2ccc(C)cc2)c1
  x | -5% | -3%
- O=C(CN1C(=O)COc2ccccc21)N1CCN(C2CCCCC2)CC1
  -6% | 2% | -6%
- CCc1ccc(NC(=O)C(=S)NC2CCCCC2)cc1
  12% | x | 3%
- COc1ccccc1N1CCN(C2CCCN(C(=O)C3=NN(C)C(=O)CC3)C2)CC1 (stereo not given)
  -1% | 4% | -6%
- Cc1ccc(C(=O)c2ccc(C(F)(F)F)cc2)cc1
  4% | 6% | x
- O=C(NCCN1CCOCC1)c1ccc(=O)oc1
  -14% | 0% | 4%
- O=C(Nc1ccnc(-c2ccncc2)n1)c1ccccc1Cl
  -10% | -4% | -2%
- Cc1ccc(C(=O)NNC(=S)Nc2cccc3ccccc23)s1
  -6% | 7% | 1%
- CN(NC1CC(=O)N(c2ccccc2)C1=O)c1ccccc1 (stereo not given)
  -9% | 3% | 11%
- CC1(C)SC2[C@H](NC(=O)C(NC(=O)N3CCNC3=O)c3ccccc3)C(=O)N2C1C(=O)O (stereo not given in full)
  5% | 3% | x
- O=C(Nc1nnc(C2CCCO2)s1)c1ccc(Br)cc1 (stereo not given)
  -7% | 1% | -17%

# Reprinted at random: two entries already listed.
N370S GC,Structure,TDP1 inh,FEN1 inh
-1%,COC(=O)Cc1csc(Nc2ccccc2)n1,5%,0%
4%,O=C(CO/N=C/c1ccccc1OC(F)F)N1CCc2ccccc21,-1%,0%

# (next part)
N370S GC,Structure,TDP1 inh,FEN1 inh
u,Cc1ccc(CNCCNCCO)s1,-3%,3%
-3%,CCC(C)[C@H](NC(=O)N1CCCCC1)C(=O)OC (stereo not given in full),x,12%
3%,COc1ccccc1N(C)S(=O)(=O)c1ccc(C(=O)OCC(=O)c2c[nH]c3ccccc23)cc1,0%,7%
-5%,O=C(N/N=C1\NC(=O)C(CO)(CO)S1)c1ccccc1,1%,9%
4%,Cc1ccc(-n2nnnc2SCC(=O)N2CC(=O)Nc3ccccc32)cc1,7%,-11%
x,CCOC(=O)C1=C(COC(=O)C2CC(=O)N(c3ccc(CC)cc3)C2)NC(=O)NC1C (stereo not given),0%,-2%
-3%,O=C(NC1CCCc2ccccc21)c1n[nH]c(=O)c2ccccc12 (stereo not given),-5%,4%
-17%,CC1CCCN(CCCNC(=O)C2CC(=O)N(CCc3ccccc3)C2)C1 (stereo not given),4%,-1%
-2%,CN(C)C1(CNC(=O)C2CCN(S(=O)(=O)c3ccccc3C(F)(F)F)CC2)CCCCC1,1%,-1%
x,Cc1ccc(Nc2sc(C(=O)c3ccccc3)c(N)c2S(=O)(=O)c2ccccc2)cc1Cl,5%,-13%
x,Cc1c(Cl)cnc(NC(=O)COC(=O)c2cccs2)c1Cl,-8%,-6%
-6%,O=C(CN1C(=O)NC2(CCc3ccccc32)C1=O)Nc1cccc(F)c1 (stereo not given),1%,-1%
-14%,Cc1ccc(/C=N/c2sc3c(c2C(N)=O)CCCC3)o1,-4%,7%
u,O=C(c1cc2sccc2n1Cc1ccccc1)N1CCc2ccccc21,5%,4%
2%,Cc1ccc(OC(C)C(=O)N2CCc3ccccc32)cc1 (stereo not given),0%,8%
-2%,Cc1ccc(/C=C/C(=O)N2CC(=O)Nc3ccccc32)o1,5%,-18%
-4%,CC1CCCN(C(=O)CN2C(=O)C(C)Oc3ccccc32)C1 (stereo not given),-7%,-17%
x,CCOc1cc(C2c3c(oc4ccccc4c3=O)C(=O)N2Cc2ccccc2Cl)ccc1O (stereo not given),-2%,40%[activator]
-8%,O=C(c1ccc(Cl)cc1)C1CCCN(Cc2cccn2-c2ccccn2)C1 (stereo not given),8%,-18%
4%,CC(C)(C)CC(=O)Nc1ccc(Nc2ccccc2)cc1,4%,-13%
